# EPAC1 antag: blocks human EPAC1 exchange factor | 360,000 tested, 0.14% active | EPAC1 GEF assay, Rap1b-BODIPY-GDP exchange fluorescence | Potency, µM (titrated, usually from 115 µM), for the others: top-dose activity change, negative = inhibition, usual class: inhibitors | AID 720709 | O95398;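 note: plate controls were vehicle for no effect and positive control for full effect; nearly all actives have a fitted effect of over 50% in size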
# Target sequence (O95398 whole entry, looked up): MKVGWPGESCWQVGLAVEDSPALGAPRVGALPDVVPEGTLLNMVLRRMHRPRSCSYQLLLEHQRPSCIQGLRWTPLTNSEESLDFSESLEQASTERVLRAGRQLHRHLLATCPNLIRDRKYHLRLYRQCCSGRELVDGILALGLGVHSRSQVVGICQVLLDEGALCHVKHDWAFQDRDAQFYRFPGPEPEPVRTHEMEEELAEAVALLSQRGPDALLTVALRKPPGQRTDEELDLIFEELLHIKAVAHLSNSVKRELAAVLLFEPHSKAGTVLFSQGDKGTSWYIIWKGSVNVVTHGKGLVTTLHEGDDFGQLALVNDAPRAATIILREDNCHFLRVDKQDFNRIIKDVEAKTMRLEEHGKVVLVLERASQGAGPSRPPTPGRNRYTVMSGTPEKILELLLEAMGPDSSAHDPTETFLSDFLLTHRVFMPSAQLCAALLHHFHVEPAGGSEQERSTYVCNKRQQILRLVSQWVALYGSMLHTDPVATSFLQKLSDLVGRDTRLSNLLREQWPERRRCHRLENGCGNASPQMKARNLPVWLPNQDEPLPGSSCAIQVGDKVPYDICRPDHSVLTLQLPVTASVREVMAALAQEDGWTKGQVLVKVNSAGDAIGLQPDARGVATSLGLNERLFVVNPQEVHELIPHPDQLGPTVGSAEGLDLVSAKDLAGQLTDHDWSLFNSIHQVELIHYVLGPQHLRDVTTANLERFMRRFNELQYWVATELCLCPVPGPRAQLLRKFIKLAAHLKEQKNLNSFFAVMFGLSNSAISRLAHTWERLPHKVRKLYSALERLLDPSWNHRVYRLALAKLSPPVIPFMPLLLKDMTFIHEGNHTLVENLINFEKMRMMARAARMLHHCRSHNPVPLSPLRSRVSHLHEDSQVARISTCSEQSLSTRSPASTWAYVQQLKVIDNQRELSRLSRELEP
# aSyn rescue: alpha-synuclein toxicity inhibition in yeast; AID 652106; Yeast expressing alpha-synuclein, growth rescue, BacTiter-Glo, 24 h; Potency, µM (titrated, usually from 46.1 µM), for the others: at the top dose growth rescue (activation), actives largely listed as activators; 370,000 tested, 0.14% active; note: % of control where 0% means no effect; nearly all actives have a fitted effect of over 65% in size
#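 Readout is rescue of growth in alpha-synuclein-expressing yeast, so inhibitors of toxicity appear as activators. Growth after 24 hr at 30 deg C in galactose medium is quantified by luminescence.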
# TDP43 rescue: TDP-43 toxicity inhibition in yeast. TDP-43 expressing yeast growth rescue, BacTiter-Glo, 24 h. Potency, µM (highest dose often 46.1 µM), inactives show top-dose growth rescue (activation), usual class: activators. 410,000 tested, 1.8% active; note: % of control where 0% means no effect; nearly all actives have a fitted effect of over 50% in size
#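 Cell-based yeast growth screen: TDP-43 expression induced in galactose, inoculum OD600=0.02 after raffinose pregrowth to mid-log. Read-out BacTiter-Glo luminescence at 24 hr, 30 deg C; inhibition of toxicity seen as signal increase.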
# EPAC1 agonist: EPAC1 (human) agonism. O95398. EPAC1 agonist qHTS, biochemical assay; response scale: 100% = response to 6.5 mM cAMP. Potency, µM (highest dose often 154 µM), for the others: at the top dose activation, hits mostly activators. 360,000 tested, 0.073% active; note: nearly all actives have a fitted effect of over 60% in size
#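 Compounds were pinned as a concentration titration into mixtures of EPAC1 (100 nM), BODIPY-GDP-loaded Rap1B (250 nM) and GDP (50 uM). After 5 min at room temperature, fluorescence was followed for 30 min; activity was scaled to 6.5 mM cAMP.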
# EPAC2 agonist: activates human EPAC2 exchange factor; 360,000 tested, 0.079% active; Potency, µM (doses to about 154 µM), inactives show at the highest dose activation, actives largely listed as activators; EPAC2 activation, biochemical qHTS; response scale: 100% = 6.5 mM cAMP response; Q8WZA2; note: nearly all actives have a fitted effect of over 50% in size
#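 Fluorescence exchange assay: 100 nM EPAC2 with 250 nM RAP1B-BODIPY-GDP and 50 uM GDP; compounds tested as a concentration-titration series (qHTS). Loss of Rap1-bound BODIPY-GDP fluorescence read at 480/540 nm; data normalized to 6.5 mM cAMP.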
# FUS suppressor: FUS proteinopathy suppression in yeast. S. cerevisiae FUS-expressing, growth rescue, OD600, 24 h. Potency, µM (series often up to 76.6 µM), for the others: at the top dose growth rescue (activation), actives largely listed as activators. 390,000 tested, 0.24% active;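 note: plate controls were DMSO vehicle for no effect and reference control for full effect; nearly all actives have a fitted effect of over 55% in size; some results filed as inactive show a strong effect at the top dose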
#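 Compound concentration series was pinned onto galactose-induced FUS-expressing yeast seeded at OD 0.005. Plates sat 24hr at 30C; absorbance at 600 nm gave growth. DMSO served as background control.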
# PTHR1 agonist: activates the human parathyroid hormone receptor PTHR1; Q03431; HEK293 GP2 PTHR1 cells, GloSensor cAMP luminescence, 1 h; Potency, µM (series often up to 115 µM), inactives show top-dose activation, actives largely listed as activators; 410,000 tested, 0.075% active; AID 743266; note: nearly all actives have a fitted effect of over 55% in size; some results filed as inactive show a strong effect at the top dose; inactives centre near -15; many of its hits are not listed in these tables
#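 HEK-293-derived GP2 cells expressing PTHR1 and a GloSensor cAMP reporter, 3,000/well, plated overnight, given luciferin plus IBMX (each 0.5 mM as added) for 1 h at 37 °C, then compound for 1 h at 37 °C. Luminescence was read after 15 min at room temperature.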
# EPAC2 antag: EPAC2 (human) antagonism. Q8WZA2. EPAC2 GEF exchange of Rap1B-BODIPY-GDP, fluorescence. Potency, µM (highest dose often 114 µM), for the others: at the top dose activity, negative = inhibition, actives largely listed as inhibitors. 360,000 tested, 0.18% active. AID 720708; note: % is set by controls: 0 for no effect and ±100 for the full control effect; nearly all actives have a fitted effect of over 45% in size; many of its hits are not listed in these tables
# * marks the source's active call; other numbers are inactive results; i = inactive; ? = inconclusive; . = not tested or not shown; & = joins results of further samples; [ ] = another dose, or the depositor's remark. Calls come from the whole dose curve; as a rule, active = well fitted curve in the direction sought with a large enough effect; inconclusive = small, poorly fitted or top-dose-only effect, or another doubt; inactive = no such curve, though single readings can be large; an effect the other way counts as inactive or inconclusive. Potency is the fitted concentration of half-maximal effect.
SMILES,EPAC1 antag,aSyn rescue,TDP43 rescue,EPAC1 agonist,EPAC2 agonist,FUS suppressor,PTHR1 agonist,EPAC2 antag
O=[N+]([O-])c1ccc(N2CCN(c3ccccc3O)CC2)c(Cl)c1,1%,5%,14%,7%,15%,15%,-53%[inhibitor],6%
COc1ccc(NC(=O)c2cc(-c3cc(Cl)ccc3C)n[nH]2)c(OC)c1,7%,-13%,0%,-5%,10%,-8%,-42%[inhibitor],-13%
CCOC(=O)C1C(c2ccc(C)o2)NC(=O)NC1(O)C(F)(F)F (configuration not stated),6%,2%,9%,-14%,-8%,1%,-18%,-6%
Cn1nc(C(=O)NNC(=O)c2cccc(Cl)c2)c2ccccc2c1=O,-3%,1%,8%,4%,1%,8%,-5%,10%
O=C(NCc1ccccc1)c1cc(C2CCCN(S(=O)(=O)c3cccc4cccnc34)C2)on1 (configuration not stated),11%,11%,?,-14%,4%,?,i,1%
CCc1ccc(S(=O)(=O)NCc2ccc(N3CCN(C)CC3)cc2)cc1,6%,6%,-11%,-1%,-3%,-8%,i,2%
COc1ccc(CNC(=O)COC(=O)CN2C(=O)C(C)Oc3ccc(C)cc32)cc1 (configuration not stated),-8%,5%,9%,1%,7%,12%,-9%,-8%
COc1ccc(CCN2C(=O)CS/C2=N\NC(=O)c2cccs2)cc1OC,-5%,0%,13%,6%,5%,-26%,i,10%
CCOC(=O)N1CCN(C(=O)/C(=C/c2ccc(Br)cc2)NC(=O)c2ccc(OC)cc2)CC1,-16%,7%,-8%,6%,-4%,.,i,-5%
COc1ccc(C(=O)Nc2ccc(Cl)c(S(=O)(=O)N3CCOCC3)c2)cc1,-12%,0%,2%,14%,9%,-7%,-30%,-9%
O=C(Nc1cccc(OC(F)(F)F)c1)[C@@H]1O[C@H](CO)[C@H](O)[C@H](O)[C@H]1O,4%,-5%,5%,7%,14%,-33%,i,-4%
Cc1ccc(C(=O)Nc2ccc3c(c2)OCO3)o1,5%,-18%,-16%,-2%,-4%,-15%,-5%[57.5 µM],5%
CSc1ncccc1C(=O)NC1CCCCCC1,1%,2%,25%,-3%,0%,-28%,-1%,-18%
COc1cccc(C(=O)NCC(c2ccco2)N2CCOCC2)c1 (configuration not stated),4%,-10%,-10%,-4%,6%,-13%,-21%,14%
CCc1ccc(NC(=O)Cn2ncn3c(cc4ccccc43)c2=O)cc1,-23%,-6%,2%&12%,-11%,-4%,24%&17%,-1%,3%
CCOC(=O)N1CCN(C(=O)c2ccccc2Oc2ccccc2)CC1,-1%,-11%,-4%,-12%,-13%,-1%,i,13%
CN1CN=C(NS(=O)(=O)c2ccc([N+](=O)[O-])cc2)NC1,-23%,-1%,-1%,9%,1%,-10%,-12%,-1%
CSc1sc(C(=O)NCC2CC2)c(-c2cccs2)c1C#N,8%,2%,9%,4%,17%,1%,-11%,-12%
CCCCNC(=O)c1ccc(CNS(=O)(=O)c2ccc(Br)cc2)cc1,2%,5%,25%,0%,1%,-16%,-41%[inhibitor],-10%
CC1CCN(S(=O)(=O)c2cn(CC(=O)Nc3ccc(OC(F)(F)F)cc3)cn2)CC1,11%,-2%,7%,0%,-1%,-10%,14%,-10%
O=C(CSc1nc2ccccc2nc1N1CCCCC1)N1CCN(c2ccccc2)CC1,6%,9%,-7%,7%,10%,?,-25%,16%
CC1(C)CC(=O)c2c(Cc3ccccc3)noc2C1,3%,23%,15%,0%,11%,1%,-5%,-6%
O=C(N/N=C\c1ccc(Cl)s1)c1ccc(Cn2cccn2)o1,-14%,-1%,17%,0%,19%,12%,-5%,-14%
O=C(COC(=O)c1ccccn1)Nc1cccc2ccccc12,6%,5%,12%,5%,9%,17%,i,-3%
CCN1CCSc2ccc(C(=O)NCc3ccccc3F)cc21,-14%,3%,15%,-24%,19%,2%,i,2%
CC(=O)Nc1ccc(NC(=O)COc2ncnc3ccccc23)cc1,15%,-7%,-24%,-10%,0%,-8%,2%,26%
CC(C)Cc1cc(C(=O)Nc2ccccc2)c2ccccc2n1,-6%,-36%[inhibitor],28%,2%,8%,3%,-1%,-4%
Cc1ccc(CNC(=O)C2(C)Oc3ccccc3NC2=O)cc1 (configuration not stated),3%,0%,-10%,3%,7%,8%,i,6%
CCOC(=O)c1ccccc1NC(=O)c1ccc(F)cc1,24%,-2%,-7%,1%,-3%,21%,-18%[57.5 µM],15%
O=C(Cc1c(F)cccc1Cl)Nc1cccc(S(=O)(=O)NC2=NCCCCC2)c1,-18%,1%,-18%,-3%,1%,-6%,i,0%
CNC(=O)CSc1nnc(-c2ccc(S(=O)(=O)N3CCCC3)cc2)n1-c1cccc(C)c1C,11%,0%,-14%,9%,14%,30%,i,-5%
CC(C)(C)c1ccc(C(=O)NCc2nnc(SCC(=O)N3CCCC3)o2)cc1,-5%,-1%,-14%,1%,2%,-9%,-6%,3%
CNC(=O)COc1coc(CN2CCN(c3ccccc3F)CC2)cc1=O,3%,-4%,-7%,-12%,0%,-1%,-34%[inhibitor],1%
COCc1cc(=O)[nH]c(/N=C(\N)Nc2c(F)cccc2F)n1,9%,2%,2%,9%,9%,19%,i,4%
O=C(CSCc1ccccc1)Nc1cccc(C(=O)Nc2ccccc2C(=O)O)c1,-2%,6%,-9%,-8%,3%,18%,i,3%
CC(C)(C)n1nnnc1C(C1CC1)N1CCN(C/C=C/c2ccccc2)CC1 (configuration not stated),4%,0%,27%,-4%,9%,-12%,i,-6%
CC(C)Cc1nnc(NC(=O)CCNC(=O)c2ccccc2Cl)s1,4%,-4%,19%,16%,14%,-19%,-4%,-2%
O=S(=O)(c1ccc(Cl)cc1)N1CCCC(c2nc(-c3ccc(F)cc3)no2)C1 (configuration not stated),-15%,1%,22%,1%,6%,-8%,-28%,3%
CCOC(=O)c1c(OCCO)nn(-c2ccccc2)c1N,8%,1%,19%,-7%,1%,5%,-1%,4%
COc1ccc(C(=O)NC(=S)NNC(=O)CCc2ccccc2)cc1,7%,-32%[inhibitor],18µM*,9%,13%,4%,-12%[57.5 µM],-1%
O=C(NC1CCCCC1)c1cccc(OCc2ccccc2)c1,1%,-2%,-20%,-3%,15%,1%,-16%,3%
O=C(Nc1cccc(-c2cn3ccccc3n2)c1)c1cc2ccccc2oc1=O,?,-19%,-1%,3%,14%,23%,-20%[57.5 µM],?
CCC(=O)NC(=S)Nc1cccc(NC(=O)c2ccccc2Cl)c1,2%,-2%,14µM*,6%,0%,3%,i,0%
C/C(CC(=O)Nc1cccnc1)=N/NC(=O)COc1ccc(Cl)cc1Br,-4%,10%,-3%,2%,0%,11%,-18%,1%
CC(C)CN(C(=O)CC1CCCC1)c1c(N)n(Cc2ccccc2)c(=O)[nH]c1=O,19%,1%,-11%,7%,-8%,33%,-6%,7%

# Some of these compounds in order of molar mass, low to high.
SMILES,EPAC1 antag,aSyn rescue,TDP43 rescue,EPAC1 agonist,EPAC2 agonist,FUS suppressor,PTHR1 agonist,EPAC2 antag
CCOC(=O)N1CCN(C(=O)c2ccccc2Oc2ccccc2)CC1,-1%,-11%,-4%,-12%,-13%,-1%,i,13%
COc1ccc(CNC(=O)COC(=O)CN2C(=O)C(C)Oc3ccc(C)cc32)cc1 (configuration not stated),-8%,5%,9%,1%,7%,12%,-9%,-8%
CNC(=O)CSc1nnc(-c2ccc(S(=O)(=O)N3CCCC3)cc2)n1-c1cccc(C)c1C,11%,0%,-14%,9%,14%,30%,i,-5%

# More results
SMILES,EPAC1 antag,aSyn rescue,TDP43 rescue,EPAC1 agonist,EPAC2 agonist,FUS suppressor,PTHR1 agonist,EPAC2 antag
CC1Cc2ccccc2N1S(=O)(=O)c1ccc(Cl)nc1 (configuration not stated),-9%,12%,-3%,2%,7%,-4%,i,-26%
Cc1cc(C)c(C)c(OCCN2CC(C)OC(C)C2)c1 (configuration not stated),21%,-6%,-21%,-2%,2%,-19%,-6%,15%
O=C(COC(=O)Cc1ccc(Cl)cc1)NCc1ccc2c(c1)OCO2,3%,18%,12%,5%,-2%,-4%,-11%,15%
Cc1c(C(=O)n2cnc3ccccc32)cccc1[N+](=O)[O-],15%,-2%,?,-5%,3%,24%,-42%[inhibitor],1%
Cc1ccccc1Nc1nnc(SCC(=O)NCC2CCCO2)s1 (configuration not stated),2%,2%,11%,0%,-2%,.,i,2%
Cc1ccc(CCNC(=O)c2nnn(-c3cccc(C)c3)c2N)cc1,-4%,-4%,14%,7%,13%,19%,-25%,-13%
OC(CSc1ccccc1)CN1CCN(c2ccc(Cl)cc2)CC1 (configuration not stated),-12%,-7%,0%,8%,10%,8%,-19%,8%
C=CCc1cccc(/C=N/c2nc3ccccc3n2CC)c1O,-2%,2%,14%,-11%,-2%,.,-18%,-2%
CCNC(=O)COC(=O)c1cc(=O)[nH]c2ccccc12,12%,0%,-14%,0%,-5%,20%,i,1%
CC(=NCC1CCNCC1)C1=C(O)CC(C)(C)CC1=O,-5%,1%,7%,14%,3%,1%,-15%[57.5 µM],8%
Cc1ccc(S(=O)(=O)N2[C@H](c3cccc(Cl)c3)CC(=O)[C@@H]3CN(S(=O)(=O)c4ccccc4C)[C@H](c4ccc(Cl)cc4)C[C@@H]32)cc1,10%,0%,23%,-6%,6%,2%,-20%,5%
Cc1cc(OCCn2ccnc2)cc(C)c1Cl,-2%,0%,9%,-3%,0%,-24%,i,0%
Cn1nnnc1SCC(=O)Nc1nc2c(F)c(F)c(F)cc2s1,17%,2%,-1%,-2%,9%,-7%,-26%,4%
CCOc1ncccc1C(=O)Nc1nnc(C2CC2)s1,0%,-4%,9%,-2%,-8%,15%,-9%,12%
Cc1ccc(NC(=O)C2CCN(C(=O)NC3CCCCC3)CC2)cc1Cl,-7%,-2%,3%,7%,-3%,-9%,-14%[57.5 µM],-1%
O=C(CSc1nnc(NC(=O)c2ccccc2F)s1)NC1CC1,-5%,-2%,-12%,4%,-1%,-8%,i,-4%
CCN(CC)CCNC(Cc1ccccc1)c1cccc(OC)c1 (configuration not stated),3%,-6%,-18%,5%,7%,.,-12%,-7%
COc1ccc2c(C)cc(SCn3nnc4ccccc4c3=O)nc2c1,2%,3.5µM*,7%,-4%,10%,19%,i,-1%
O=C(NCc1ccccn1)c1c(O)c2c([nH]c1=O)CCCC2,3%,8%,-20%,6%,9%,-14%,i,0%
O=C(/C=C/Sc1ccccc1)c1ccccc1,-2%,-10%,?,16%,1%,-14%,-82%[inhibitor][57.5 µM],-3%

# Compound activity (PubChem BioAssay)

# An excerpt (hit frequency here may not be typical).
